Screening data as filed in PubChem.
PLCg1 inh: PLC-gamma1 (human) inhibition, primary screen. P19174. purified PLC-gamma1, fluorogenic substrate, fluorescence. inhibition, % at 12.2 µM. 0.84% of 370,000 active. AID 720700; in the data active = inhibition above about 9.5%
Target sequence (P19174 whole entry, looked up): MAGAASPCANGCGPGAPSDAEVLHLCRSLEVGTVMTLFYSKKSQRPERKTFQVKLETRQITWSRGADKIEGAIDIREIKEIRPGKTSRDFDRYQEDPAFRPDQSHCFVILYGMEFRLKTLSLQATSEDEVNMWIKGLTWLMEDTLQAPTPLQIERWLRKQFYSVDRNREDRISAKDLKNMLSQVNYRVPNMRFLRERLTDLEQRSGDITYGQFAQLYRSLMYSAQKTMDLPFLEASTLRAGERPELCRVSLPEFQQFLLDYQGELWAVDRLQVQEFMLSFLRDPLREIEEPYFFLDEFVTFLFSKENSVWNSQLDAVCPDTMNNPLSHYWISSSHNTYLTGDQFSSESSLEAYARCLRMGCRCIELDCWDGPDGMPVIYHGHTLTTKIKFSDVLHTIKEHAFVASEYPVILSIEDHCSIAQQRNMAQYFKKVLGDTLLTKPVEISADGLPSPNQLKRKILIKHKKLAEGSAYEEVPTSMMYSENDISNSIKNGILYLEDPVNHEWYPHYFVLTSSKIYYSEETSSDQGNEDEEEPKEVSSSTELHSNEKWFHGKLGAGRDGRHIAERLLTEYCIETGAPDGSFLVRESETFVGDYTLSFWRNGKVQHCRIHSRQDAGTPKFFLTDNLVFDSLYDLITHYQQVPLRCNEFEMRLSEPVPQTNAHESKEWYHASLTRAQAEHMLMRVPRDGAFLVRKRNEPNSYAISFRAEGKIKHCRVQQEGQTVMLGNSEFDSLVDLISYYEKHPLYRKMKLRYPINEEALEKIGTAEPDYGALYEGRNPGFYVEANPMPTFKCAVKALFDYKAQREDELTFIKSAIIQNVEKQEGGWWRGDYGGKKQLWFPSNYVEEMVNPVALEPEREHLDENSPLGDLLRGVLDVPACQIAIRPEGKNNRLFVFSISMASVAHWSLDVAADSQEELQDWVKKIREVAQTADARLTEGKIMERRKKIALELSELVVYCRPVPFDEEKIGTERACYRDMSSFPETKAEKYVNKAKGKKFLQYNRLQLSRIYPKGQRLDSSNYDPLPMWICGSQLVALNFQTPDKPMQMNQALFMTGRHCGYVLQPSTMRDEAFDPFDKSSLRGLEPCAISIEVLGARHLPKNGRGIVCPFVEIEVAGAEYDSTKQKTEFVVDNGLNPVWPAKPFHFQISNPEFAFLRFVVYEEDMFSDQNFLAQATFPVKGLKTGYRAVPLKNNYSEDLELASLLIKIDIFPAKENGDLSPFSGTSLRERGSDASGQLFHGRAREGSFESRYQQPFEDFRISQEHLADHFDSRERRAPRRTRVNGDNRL
hgDAF-12 ag: activates the H. glycines DAF-12 receptor ligand-binding domain; HEK293 GAL4-hgDAF12 UAS-luciferase reporter, agonist luminescence; normalized to butyrate control; activation, % at 6.8 µM; 1.8% of 370,000 active; AID 687014;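 active = activation above a cutoff set at the mean of all screened compounds plus 3 SD, cut at about 10% in these data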;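 also: 0% = DMSO wells and 100% = sodium butyrate wells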
ssDAF-12 act: S. stercoralis DAF-12 activation, primary screen; 1% of 370,000 active; activation, % at 6.8 µM; AID 652126; HEK293 ssDAF-12/GRIP1 lit1-tk-luc reporter, luminescence; % of 3 µM dafachronic acid response;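 active = activation above the mean over all tested compounds plus 3 SD, cut at about 0.9% in these data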;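 also: 0% = DMSO-only wells and 100% = 3 µM delta7-dafachronic acid wells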
hcDAF-12 act: activators of H. contortus DAF-12 nuclear receptor; activation, % at 6.8 µM; HEK293 hcDAF-12 lit1-tk-luc reporter, luminescence; 0% DMSO, 100% Δ7-dafachronic acid; AID 652067; 1.4% of 370,000 active;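 active = activation above the mean of all tested compounds plus 3 SD, cut at about 5.5% in these data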;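 also: 100% = response to 3 µM Δ7-dafachronic acid high control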
DAX1 inh-1: inhibitors of DAX1 repression of SF-1 activated StAR promoter | HEK293T StAR-luciferase reporter, SF-1/DAX-1 repression relief | inhibition, % at 6.8 µM | 1.1% of 370,000 active | AID 652010;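 active = inhibition above the mean over all tested compounds plus 3 SD, cut at about 3.6% in these data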;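 also: 0% = DAX-1 cells with DMSO and 100% = cells lacking DAX-1 with DMSO; higher inhibition means more luminescence from relief of DAX-1 repression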
ADAM10 inh: inhibitors of human ADAM10 | O14672 | recombinant ADAM10, EDANS/DABCYL FRET peptide cleavage, 3 h | inhibition, % at 7 µM | 0.62% of 370,000 active | AID 720582;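 active = inhibition above a per-campaign cutoff equal to the mean of compounds falling between control-based bounds plus 3 SD, cut at about 20% in these data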;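 also: 0% = DMSO wells while the 100% control is not disclosed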
FXN GAA850 act: increases GAA850 frataxin promoter reporter activity | HEK293 lucGAA850 FXN promoter luciferase reporter, 24 h; percent of 10 µM SAHA response | 0.56% of 360,000 active | activation, % at 6 µM;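 active = activation above the average of all compounds screened plus 3 SD, cutoff fixed separately per campaign, cut at about 7.5% in these data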;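 also: 0% = DMSO wells and 100% = 10 µM SAHA wells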
PLCb3 inh: blocks human PLC-beta3 enzyme activity. Q01970. Purified PLC-beta3, fluorogenic substrate, fluorescence. inhibition, % at 12.2 µM. 0.18% of 370,000 active. AID 720704; in the data active = inhibition above about 11%;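 also: 0% = median of compound wells on plate and 100% = full blocker control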
ADAM17 inh: inhibits human ADAM17 | P78536 | recombinant ADAM17, EDANS/DABCYL FRET peptide cleavage | inhibition, % at 6.95 µM | 0.83% of 370,000 active | AID 720648;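 active = inhibition above the mean of compounds lying between control limits plus 3 SD, set per campaign, cut at about 8.5% in these data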;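 also: 0% = DMSO-only wells as the low control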
sPLA2-III inh: Blocks human group III sPLA2 activity; Q9NZ20; QFRET BODIPY PC-A2 liposome hydrolysis, fluorescence; inhibition, % at 12.2 µM; 0.56% of 370,000 active;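 active = inhibition above mean plus 3 SD of compounds lying within the high and low control bounds, cut at about 19% in these data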;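 also: 0% = median of test compound wells and 100% = no enzyme DMSO wells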
DAX1 inh-2: NR0B1 (DAX1) inhibition; P51843; HEK293 Gal4-DAX1 luciferase reporter, luminescence; inhibition, % at 6.75 µM; 0.99% of 340,000 active; AID 504766;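 active = inhibition above the mean over all tested compounds plus 3 SD, cut at about 4.2% in these data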;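 also: 0% = DAX1-transfected cells with DMSO and 100% = empty-vector control cells with DMSO; inhibition shows as a rise in luminescence from relieved DAX1 repression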
* = called active by the depositor; i = inactive; nt = no result given. Not a hit list; 6.9% or so of the library scored in one or more.

SMILES | PLCg1 inh | hgDAF-12 ag | ssDAF-12 act | hcDAF-12 act | DAX1 inh-1 | ADAM10 inh | FXN GAA850 act | PLCb3 inh | ADAM17 inh | sPLA2-III inh | DAX1 inh-2
FC(F)(F)c1cccc(CNc2ncccc2-c2nc3cc(Cl)ccc3o2)c1 | -2 | 0.9 | -1.2 | 0.6 | 0.2 | -21 | -0.2 | -2 | -5 | -2 | 1.6
CC(=O)Nc1ccc(C(=O)OCC(=O)N2CCC(Cc3ccccc3)CC2)cc1 | 1 | 2.5 | -0.9 | -1.4 | -2.3 | 4 | -1.2 | -4 | 0 | -10 | 0.6
CN(C)c1ccc(NC(=O)Nc2ccc3c(c2)c(=O)n(C)n3Cc2ccc(Cl)cc2)cc1 | -116 | -5.5 | -1.7 | -2.5 | -4.0 | -178 | 4.5 | -156 | -50 | 0 | nt
Cn1c(=O)c2c(nc(N3CCN(Cc4ccccc4)CC3)n2CCCc2ccccc2)n(C)c1=O | 1 | 0.8 | -0.9 | 2.5 | -0.1 | -2 | 0.8 | -1 | -2 | -4 | -1.0
CCOc1ccc(NC(=O)C2CCCN2S(=O)(=O)c2ccc(OCC)cc2)cc1 (centres undefined) | 12* | -1.3 | -1.1 | 1.1 | 0.1 | 14 | 0.9 | -6 | 6 | -4 | -1.1
CCCC(=O)Nc1ccc(-c2csc(-c3cccnc3)n2)cc1 | -32 | 0.0 | -1.5 | -2.0 | 0.1 | -16 | 2.8 | -47 | -10 | -2 | -0.6
COCc1[nH]nc2c1C(c1ccccc1)N(Cc1ccccc1)C2=O (centres undefined) | 1 | -4.1 | -1.1 | 1.7 | 0.5 | 7 | nt | 4 | -8 | -18 | nt
CCC1CCCCN1C(=O)CSc1nnc(-c2cccc(Cl)c2)o1 (centres undefined) | -2 | 7.2 | -0.5 | -2.0 | 1.5 | -2 | 4.7 | -1 | -1 | -3 | 0.7
O=C1CSC(=S)N1Cc1ccccc1 | -10 | -1.0 | -1.4 | 0.4 | 0.2 | 4 | -3.5 | -15 | -1 | -40 | -1.4
Cc1nc2ccccc2n1C(C)c1nc2ccccc2n1CC(=O)c1ccsc1 (centres undefined) | 1 | -0.9 | -1.0 | 1.7 | -1.2 | -3 | nt | 6 | -4 | -8 | nt
O=C1Nc2ccccc2/C1=N\N=C\c1ccc(O)c(O)c1 | -6 | -0.3 | -0.6 | 3.3 | -0.2 | -1 | 2.1 | -11 | -4 | 5 | 4.5*
Cc1ccc(S(=O)(=O)N2CCC[C@H]2C(=O)NC2=NCCS2)cc1 | 6 | 0.3 | -1.6 | -1.4 | 0.0 | 3 | -1.5 | 4 | -1 | -8 | -0.7
CCOC(=O)C1(Cc2ccc(OC)cc2)CCN(C(=O)CN2CCOC2=O)CC1 | 2 | 1.7 | -0.3 | -1.6 | 0.3 | 4 | 0.5 | -3 | -2 | 2 | 2.6
COc1ccc(S[C@]2(C(=O)N3CCN(c4ncccn4)CC3)CC(=O)N(c3ccccc3)[C@@H]2c2ccc(OC)cc2)cc1 | 2 | -0.6 | -1.3 | -2.3 | -1.9 | 12 | nt | -1 | 4 | -7 | nt
Cc1nc2ccc(NC(=O)c3ccc(F)c(S(=O)(=O)N4CCOCC4)c3)cc2s1 | 0 | 0.3 | -0.9 | 1.9 | -0.2 | -1 | 0.2 | 1 | 0 | 4 | -0.5
O=S(=O)(c1cccc(-c2n[nH]c(=S)o2)c1)N1CCOCC1 | -19 | -2.9 | -1.2 | 0.3 | -0.4 | 0 | 1.6 | -24 | -5 | 1 | 2.6
CC1CCCCC1NC(=O)CCCCCn1c(=S)[nH]c2ccsc2c1=O (centres undefined) | -2 | -0.3 | -0.3 | -1.1 | 0.7 | -4 | 0.8 | -6 | 1 | 10 | 0.1
CN(C)CCNC(=O)CNC(=S)N(Cc1ccccc1)Cc1cccnc1 | 4 | -1.2 | -1.3 | 0.0 | -0.1 | 3 | -0.5 | 4 | 1 | -1 | 0.9
CCc1ccc(C(=O)N/N=C(\C)c2cccnc2)s1 | -7 | 5.7 | -1.3 | -1.8 | -0.1 | 3 | 1.1 | -14 | -2 | -5 | 0.5
O=C(Nc1ccccc1)c1ccc(-c2ccccc2Cl)o1 | -14 | 13* | 0.1 | 4.6 | 2.7 | 20* | 5.3 | -17 | 4 | -25 | 3.7
Cc1cc[n+](-c2nc3ccccc3nc2C(=C=[N-])C#N)cc1 | -15 | 1.2 | -1.5 | -1.1 | -0.1 | -30 | 2.7 | -21 | -3 | 1 | 1.2
COc1cc(SC)ccc1C(=O)OC(C)C(=O)Nc1ccc(NC(C)=O)cc1 (centres undefined) | 3 | 0.5 | -0.3 | -2.2 | 0.5 | 2 | 1.5 | -1 | 2 | -2 | 1.8
CN(C)CCCNCC(=O)c1c(-c2ccccc2)n(C)c2ccccc12 | -3 | -2.6 | -0.7 | -1.5 | 0.2 | -13 | 2.3 | -11 | -6 | 1 | -0.1
C/C(=N/Nc1nc(C)c(C)s1)c1cccc([N+](=O)[O-])c1 | -7 | 8.7 | -0.3 | 1.3 | -0.1 | -1 | 2.8 | -13 | -3 | -3 | 1.0
O=C1CCN(CCc2ccccc2)CCN1[C@H](CSc1ccccc1)Cc1ccccc1 | 0 | 1.9 | -0.7 | -1.0 | -0.5 | 11 | -1.5 | -1 | 1 | -10 | 1.4
CC1=C(C(=O)Nc2cc(C(=O)NCCCOC(C)C)ccc2C)SCCO1 | 2 | -1.0 | -1.2 | -0.5 | -0.6 | 5 | 0.3 | -3 | 1 | -1 | -0.4
Cc1ccc(S(=O)(=O)CC(=O)c2ccc3c(c2)OCCO3)cc1 | -9 | 1.7 | -1.5 | 0.8 | 0.1 | -4 | 2.8 | -14 | -5 | -12 | 1.4
CSc1ccccc1NC(=O)CN1CCN(c2ccccn2)CC1 | 1 | 1.9 | -1.4 | -0.5 | -0.8 | -2 | 2.0 | -1 | -5 | -3 | -0.8
CCOC(=O)CC(=O)CSc1ccc2nnc(-c3ccc(F)cc3)n2n1 | -95 | 0.2 | -1.6 | -1.0 | -0.4 | -65 | -1.5 | -114 | -24 | -12 | -1.0
CCOc1ccc(OCC(=O)OCC(=O)NCC2CCCO2)cc1 (centres undefined) | 0 | -1.4 | -1.5 | 0.3 | 0.1 | -16 | 1.8 | -4 | -2 | 4 | 2.0
COc1cccc(NC(=O)CSc2nnc(-c3ccc(C)cc3)o2)c1 | 0 | 11* | 0.1 | 2.9 | 6.5* | 4 | 4.7 | 2 | 1 | -6 | 6.1*
Cc1cccc(N2CCN(C(=O)Cn3cccc3C(=O)c3ccccc3)CC2)c1C | -2 | -1.7 | -0.8 | -0.7 | -1.7 | 7 | 1.4 | -4 | 0 | -14 | -0.7
O=C(O)c1ccc(Nc2c3ccccc3nc3ccccc23)cc1 | -241 | 2.8 | -1.2 | -0.9 | -0.7 | i | 2.2 | -304 | i | -2 | -0.6
CCN(CC)CCCn1c(C)cc2c(c1=O)C(c1ccc(OC)c(OC)c1OC)C(C#N)=C(N)O2 (centres undefined) | 1 | 0.7 | -1.4 | -0.6 | 0.1 | -9 | 1.4 | -1 | 0 | 3 | -0.1
O=C(N/N=C/c1ccccc1)c1ccc(N2CCCC2=O)cc1 | -5 | 4.4 | -1.4 | -0.5 | 0.6 | -5 | 1.9 | -5 | -4 | 13 | -0.9
CCCC(=O)Nc1ccc2c(c1)nc1n2CCN(CCOC)C1 | -236 | -0.2 | -1.0 | 1.5 | 0.3 | -321 | 2.0 | -320 | -130 | 4 | -0.5
Cc1ccc(CCNC(=O)C23CN(Cc4ccccc4)CC2C(c2ccc([N+](=O)[O-])cc2)=NO3)cc1 (centres undefined) | 1 | 0.7 | -1.8 | -1.4 | -0.1 | 8 | 1.8 | 0 | 3 | -1 | 0.4
O=C(CCN1C(=O)c2ccccc2C1=O)C1=NN[C@@H]2C(=O)N(c3cccc(F)c3)C(=O)[C@H]12 | 4 | -0.8 | -0.7 | -0.1 | -0.2 | 15 | 0.4 | 7 | 1 | -10 | 1.7
CCC(Sc1nc2ccsc2c(=O)n1-c1ccc(Cl)c(C)c1)C(=O)NCc1ccco1 (centres undefined) | 2 | -3.8 | -1.7 | -2.1 | 0.0 | 10 | 0.6 | 3 | 2 | -3 | -1.8
COc1cccc(CNC(=O)C(C)n2nc(C)n3c(cc4occc43)c2=O)c1 (centres undefined) | -2 | -0.6 | -0.8 | 0.5 | 0.1 | -8 | -0.8 | -10 | -5 | 7 | 0.3
CC(C)N(C(=O)CN1CCC(c2nc3ccccc3[nH]2)CC1)C(C)C | -3 | 1.3 | -1.2 | -0.6 | -0.4 | 4 | 0.3 | -8 | -5 | 8 | -0.2
CC(C)CNS(=O)(=O)c1ccc(OCC(=O)Nc2ccc(F)cc2F)cc1 | -3 | -2.3 | -1.7 | -1.9 | -0.3 | 7 | 0.6 | 1 | -6 | -4 | 0.3
CC(=O)Nc1ccc(S(=O)(=O)NCc2csc(C)n2)cc1 | 2 | 0.3 | -1.7 | -2.3 | -0.5 | -2 | 1.8 | 2 | 0 | -3 | -1.3
COc1ccc(-c2[nH]ncc2/C=N/NC(=O)c2cccc([N+](=O)[O-])c2)cc1OC | 2 | 0.0 | -0.8 | -0.6 | -0.5 | 2 | 1.0 | -3 | 1 | -6 | 0.3
COC(=O)C1CCN(C(=O)CN(C)Cc2ccc(C(C)(C)C)cc2)CC1 | 2 | 0.5 | -0.5 | -1.2 | 0.2 | 5 | 1.4 | -3 | 1 | -2 | -0.2
COc1ccc(N2C(=O)C(Cl)=C(N3CCOCC3)C2=O)cc1 | 2 | 6.0 | -0.5 | -0.5 | -1.0 | 7 | 0.6 | -3 | 0 | 1 | -1.7
CCOC(OCC)P(=O)(C(C)C)C(C)C | 0 | -0.5 | -1.4 | -0.1 | -0.2 | 5 | -2.0 | 0 | -5 | 7 | 0.8
COc1ccc(C(=O)C2CCCN(Cc3cc(C)c(O)c(C)c3)C2)c(OC)c1 (centres undefined) | 0 | -0.5 | -1.1 | 0.1 | -0.7 | -13 | -1.4 | -2 | -3 | 3 | 0.6
O=C1CC(NS(=O)(=O)c2cccnc2)CN1c1ccc(Cl)cc1 (centres undefined) | 1 | 2.0 | -1.1 | 0.0 | -0.5 | -1 | -1.0 | 2 | -6 | 3 | -0.5
CCc1ccc(OCC(=O)NNC(=O)c2c(CC)noc2C)cc1 | 5 | 0.9 | -1.2 | -0.2 | -0.5 | -6 | 0.1 | -6 | -6 | -6 | -0.4

Look-ups from above.
O=C1CC(NS(=O)(=O)c2cccnc2)CN1c1ccc(Cl)cc1 (centres undefined) @ DAX1 inh-2: -0.5
CC(C)N(C(=O)CN1CCC(c2nc3ccccc3[nH]2)CC1)C(C)C @ ADAM10 inh: 4
